# Compound activity (PubChem BioAssay)
# MCF10A rerep: inducers of DNA re-replication in MCF 10A breast cells | 350,000 compounds, 2.9% hits | AID 624296 | Potency, µM (series often up to 46.1 µM), for the others: at the highest dose activity, positive = re-replication, actives largely listed as activators | MCF 10A DNA re-replication, Hoechst nuclear intensity, 48 h; note: potency is the fitted concentration of half-maximal effect; % of control where 0% means no effect; nearly all actives have a fitted effect of over 50% in size
# SW480 rereplic: inducers of DNA re-replication in SW480 colon cancer cells | Potency, µM (titrated, usually from 46.1 µM), without a hit: at the top dose re-replication activation, hits mostly activators | SW480 DNA re-replication, Hoechst DNA content imaging, 48 h | 340,000 compounds, 1.8% hits | AID 624297; note: potency is the fitted concentration of half-maximal effect; % of control where 0% means no effect; nearly all actives have a fitted effect of over 55% in size
#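 Compounds, transferred as 23 nL by pin tool, were incubated with cells for 48 hr; DNA content per nucleus was then quantified by Hoechst staining and fluorescence plate imaging.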
# HT1080 IDH1KD tx: kills HT-1080 cells with IDH1 knockdown. HT-1080 IDH1 knockdown viability, ATP luminescence, 48 h. Potency, µM (top dose mostly 46.1 µM), inactives show at the highest dose activity, negative = toxicity, actives largely listed as cytotoxic. 360,000 compounds, 2% hits;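 note: potency is the fitted concentration of half-maximal effect; 0% = DMSO wells and -100% = cell-free medium wells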
#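 In this qHTS, HT-1080 cells depleted of IDH1 are exposed for 48 h at 37 °C to compound titrations. Toxicity is scored from CellTiter-Glo luminescence, with DMSO as full viability and medium alone as none.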
# S2 tox: reduces viability in counter-screen for ATXN expression inhibitors; S2 cells (HEK-293 line with an ATXN2-luciferase reporter) viability, CellTiter-Fluor protease fluorescence, 24 h; Potency, µM (doses to about 56.7 µM), most hits filed as cytotoxic; 400,000 compounds, 0.49% hits; note: potency is the fitted concentration of half-maximal effect; nearly all actives have a fitted effect of over 40% in size
# IL-1B inflam inh: inflammasome signaling inhibition, IL-1 beta readout | THP-1 LPS/ATP IL-1B secretion, AlphaLISA, 16 h; stronger effect = lower value | activity change, % at 57.5 µM | 360,000 compounds, 4.7% hits | AID 743279; in the data active = activity change below about -50%; inconclusive = mostly about -30% to -49%; note: % is set by controls: 0 for no effect and ±100 for the full control effect
#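 Secreted IL-1B measured by AlphaLISA bead assay after 16 h compound exposure of THP-1 cells; compounds (final up to 57.5 uM) added 1 h before LPS (250 ng/mL) and ATP (1.25 mM) stimulation; lower signal means less secretion.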
# KB-V1 cytotox: KB-V1 MDR subline cytotoxicity; Potency, µM (top dose mostly 46.1 µM), for inactives: at the highest dose activity change, negative = cytotoxicity, usual class: cytotoxic; KB-V1 MDR cells viability, CellTiter-Glo, 72 h; 400,000 compounds, 3.4% hits; note: potency is the fitted concentration of half-maximal effect; % is set by controls: 0 for no effect and ±100 for the full control effect; nearly all actives have a fitted effect of over 60% in size
#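 Cells of the MDR subline KB-V1 are plated, dosed with compound at multiple concentrations, and incubated 72 h at 37 degrees C; CellTiter-Glo is then added and luminescence read after 10 min.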
# ATXN2 expr inh: reduces ATXN2 reporter expression in HEK-293 cells | Potency, µM (series often up to 57 µM), without a hit: top-dose activity change, negative = inhibition, hits mostly inhibitors | HEK-293 ATXN2-luciferase reporter, luminescence, 24 h | 360,000 compounds, 0.72% hits; note: potency is the fitted concentration of half-maximal effect; % is set by controls: 0 for no effect and ±100 for the full control effect; nearly all actives have a fitted effect of over 55% in size
#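 qHTS (up to 57 uM final) was run with 24 h compound exposure of reporter cells at 37 °C. Each well was multiplexed: SteadyGlo luminescence measured ATXN2-luciferase expression after a fluorogenic Gly-Phe-AFC viability readout (25 uM final).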
# HT1080NT lethal: kills 2HG-producing HT-1080-NT fibrosarcoma cells; AID 686970; HT-1080-NT fibrosarcoma viability, CellTiter-Glo ATP luminescence, 48 h; 360,000 compounds, 1.6% hits; Potency, µM (top dose mostly 46.1 µM), inactives show at the top dose activity, negative = less viability, actives largely listed as cytotoxic;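 note: NT is the 2HG producing partner of a matched IDH1 knockdown line; potency is the fitted concentration of half-maximal effect; 0% = DMSO-treated cells and -100% = media-only wells without cells; nearly all actives have a fitted effect of over 55% in size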
#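 HT-1080-NT; 750 cells/well; 5% FBS RPMI; 48 h compound, 37 degrees C; CellTiter-Glo luminescence; curve fitting and curve-class assignment.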
# KB-3-1 cytotox: KB-3-1 parental cell cytotoxicity | KB-3-1 viability, CellTiter-Glo ATP luminescence, 72 h | Potency, µM (top dose mostly 46.1 µM), for inactives: at the highest dose activity change, negative = cytotoxic, usual class: cytotoxic | 400,000 compounds, 1.4% hits | AID 1347075; note: potency is the fitted concentration of half-maximal effect; % is set by controls: 0 for no effect and ±100 for the full control effect; nearly all actives have a fitted effect of over 60% in size
#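 Cytotoxicity measured as CellTiter-Glo luminescence after 72 h at 37 C. Compound titrations were pinned onto drug-naive KB-3-1 parental adenocarcinoma cells grown in DMEM with 10% FBS, and normalized data fitted to concentration-response curves.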
# * marks the source's active call; other numbers are inactive results; i = inactive; ? = inconclusive; nt = not tested or not shown; [ ] = another dose, or the depositor's remark. Unless noted, calls come from the whole dose curve; as a rule, active = well fitted curve in the direction sought with a large enough effect; inconclusive = small, poorly fitted or top-dose-only effect, or another doubt; inactive = no such curve, though single readings can be large; an effect the other way counts as inactive or inconclusive.
SMILES,MCF10A rerep,SW480 rereplic,HT1080 IDH1KD tx,S2 tox,IL-1B inflam inh,KB-V1 cytotox,ATXN2 expr inh,HT1080NT lethal,KB-3-1 cytotox
Cc1ccccc1OCC(=O)OC1CCN(C)CC1,-4.8%,-3.7%,-0.8%,i,4.6,16.7%,7.0%,-2.6%,1.5%
N/C(=N\OC(=O)CCCOc1ccccc1)c1ccc(Br)cc1,0.0%,-3.7%,8.3%,i,11.3,?,2.0%,12.1%,7.2%
Cc1ccc(S(=O)(=O)N2C[C@H]3[C@H]4C(=O)N(c5ccccc5)C(=O)[C@H]4C[C@H](OC(=O)NCc4ccccc4)[C@@]3(O)C2)cc1,nt,nt,13.7%,i,16.5,-4.1%,8.5%,5.1%,6.6%
CCCC(=O)Nc1cc(OC)c(NC(=S)Nc2cccc(C)c2)cc1OC,nt,nt,-5.2%,i,0.2,-7.8%,nt,-7.7%,0.3%
Cc1cc(C)cc(NC(=O)C[n+]2ccccc2)c1,-16.4%,2.4%,-5.7%,i,3.1,0.0%,-19.4%,-2.2%,-14.7%
CN(C)/C=C/C(=O)c1ncc(C(F)(F)F)cc1Cl,1.7%,-3.5%,5.2%,i,7.8,-5.2%,-18.7%,2.8%,-7.4%
O=C1C=C(c2cccc(Cl)c2O)C[C@@H](c2ccc3c(c2)OCO3)C1,1.5%,-4.2%,-6.7%,i,-4.0,12.1%,1.3%,-4.5%,?
Cc1ccc(CNC(=O)C2CCCN2S(=O)(=O)c2ccc(F)cc2)cc1 (configuration not stated),0.5%,-9.2%,6.5%,i,5.3,-7.7%,-9.9%,17.4%,0.5%
Cc1ccc(S(=O)(=O)N(C)C)cc1NC(=O)CSc1ncc(C(F)(F)F)cc1Cl,12.2%,0.4%,-17.4%,i,?,?,-33.0%,-16.6%,-19.6%
Cc1ccc(C(=O)C2=C(O)C(=O)N(CCCN(C)C)C23C(=O)N(C)c2ccccc23)o1 (configuration not stated),-10.2%,2.2%,0.0%,i,17.1,-4.7%,5.9%,0.0%,3.5%
Nc1c(N2CCOCC2)cc(Cl)c2nonc12,1.8%,4.1%,-0.1%,i,-0.8,-5.1%,14.1%,1.6%,1.9%
CCc1noc(C)c1C(=O)Nc1ccc(-c2nnc3n2CCCCC3)cc1,3.0%,?,0.4%,i,-14.6,?,-16.1%,-0.2%,?
CCCCc1ncc(CN2CCC(CC3CCCCO3)(C(=O)OCC)CC2)[nH]1 (configuration not stated),0.7%,0.2%,9.9%,i,-3.9,0.0%,3.7%,15.9%,2.1%
Cc1ccc(OCC(=O)N(C)C2CCCCC2)c([N+](=O)[O-])n1,0.5%,-3.7%,28.5%,i,8.7,15.2%,2.2%,16.5%,7.2%
NNC(=S)NC1CCCCC1,-5.6%,-2.5%,27.6%,?,6.1,-0.5%,-17.2%,8.7%,16.6%
CCOC(=O)CN(C)C(=O)CCc1nnc(-c2ccsc2)o1,-1.2%,-0.5%,26.2%,i,23.1,14.2%,50.6%[activator],6.7%,-5.5%
COc1ccc(-c2csc(-c3nc(-c4ccc(Br)s4)cs3)n2)cc1F,nt,nt,nt,i,nt,-4.3%,0.1%,nt,21.1%
O=C(COC(=O)c1ccc(F)cc1Cl)NC(=O)NC1CCCC1,-1.8%,0.5%,5.8%,i,-8.2,?,nt,12.6%,13.1%
c1nc(N2CCOCC2)c2c3c(sc2n1)CCCC3,16.9%,-4.6%,-23.4%,i,18.1,?,-0.7%,-20.7%,-4.1%
Cc1nc(NC(=O)C(C)(C)C)sc1-c1nc(N)sc1-n1cc(-c2ccccc2)nn1,nt,nt,10.2%,i,15.5,-4.4%,4.8%,2.7%,26.8%
CCCC(NS(=O)(=O)c1ccc(Br)cc1)C(=O)O (configuration not stated),1.7%,6.8%,-11.6%,i,2.8,-12.3%,-2.0%,-28.9%,-16.3%
COc1ccc(C(C)(C)C)cc1NC(=O)CCCN1C(=O)NC(C)(C)C1=O,-3.6%,4.7%,-29.0%,i,12.8,nt,-5.3%,-7.6%,nt
CC(=O)Nc1ccc(OCC(O)CN2CCN(c3ccc(F)cc3)CC2)cc1 (configuration not stated),-1.1%,-8.2%,-7.5%,i,-19.6,0.0%,-9.0%,0.1%,-3.9%
Nc1c(C(=O)NCc2ccccc2)nnn1Cc1cccc(Cl)c1,6.6%,?,14.6µM*,i,13.4,9.2µM*,-14.1%,13µM*,20.6µM*
O=[N+]([O-])c1ccc(-n2nnnc2-c2ccccc2)c([N+](=O)[O-])c1,4.11µM*,5.17µM*,?,?,-64.1*,18.4µM*,?,?,-29.7%
COc1ccc(-c2coc3c(C(=O)NCc4ccc(OC)c(OC)c4)cccc23)c(C)c1,nt,nt,4.11µM*,?,-20.6,?,?,?,-19.6%
O=C(O)C1CC=CCC1C(=O)NCCCCc1ccccc1 (configuration not stated),-25.0%,-14.4%,15.0%,i,18.5,0.0%,1.5%,17.1%,12.7%
O[C@H]1C[C@H](c2ccc(Cl)cc2)N(Cc2cccs2)C[C@@H]1n1cc(C2CC2)nn1,nt,nt,?,22.4µM*,?,?,?,?,?
Cc1nn(CC(=O)Nc2ccc3c(c2)CCC3)c(C)c1[N+](=O)[O-],-2.1%,0.8%,-4.8%,i,11.9,18.4µM*,-4.8%,-3.9%,9.1%
CCN(CC)Cc1csc(C(N)=O)c1,-3.1%,-14.7%,17.5%,i,41.5,3.6%,-0.7%,4.6%,12.3%

# Brought forward from above: 3 entries, then new ones.
SMILES,MCF10A rerep,SW480 rereplic,HT1080 IDH1KD tx,S2 tox,IL-1B inflam inh,KB-V1 cytotox,ATXN2 expr inh,HT1080NT lethal,KB-3-1 cytotox
O[C@H]1C[C@H](c2ccc(Cl)cc2)N(Cc2cccs2)C[C@@H]1n1cc(C2CC2)nn1,nt,nt,?,22.4µM*,?,?,?,?,?
Cc1nn(CC(=O)Nc2ccc3c(c2)CCC3)c(C)c1[N+](=O)[O-],-2.1%,0.8%,-4.8%,i,11.9,18.4µM*,-4.8%,-3.9%,9.1%
CCN(CC)Cc1csc(C(N)=O)c1,-3.1%,-14.7%,17.5%,i,41.5,3.6%,-0.7%,4.6%,12.3%
CN(CC(=O)NCc1ccccc1F)S(=O)(=O)c1ccc(Cl)cc1,24.0%,?,-9.7%,i,-13.2,?,nt,-0.3%,0.2%
CC(C)(C)c1ccc(C(=O)N2CCCN(C(=O)c3ccc(C(C)(C)C)cc3)CC2)cc1,7.7%,-3.3%,20.4%,i,0.0,?,0.8%,15.8%,?
CC(=O)Nc1ccc(-c2ccnc3c2CC(C)(C(=O)Nc2ccc(C(C)C)cc2)O3)cc1 (configuration not stated),nt,nt,?,?,-84.5*,-16.5%,?,?,-3.4%
CCS(=O)(=O)N1Cc2ccccc2CC1C(=O)NC(C)C12CC3CC(CC(C3)C1)C2 (configuration not stated),?,21.6%,?,i,-5.9,-6.3%,-2.3%,-4.5%,-6.1%
Cc1cc(=O)oc2cc(OCC(=O)c3ccccc3)ccc12,?,1.4%,-2.1%,i,4.2,15.2%,10.2%,-2.1%,3.7%
Cc1ccc(S(=O)(=O)NC(=O)N2CCCC(C)(C)C2)cc1,-0.3%,-3.7%,0.6%,i,12.3,26.2%,-31.0%,0.9%,-5.6%
Cc1nnc2n(-c3ccccc3)c(=O)c3c4c(sc3n12)COC(C(C)C)C4 (configuration not stated),-4.8%,-4.1%,11.4%,i,-10.6,5.6%,3.5%,11.8%,16.8%
CC(C)N(C(=O)Cn1c(-c2cccnc2)ccc(C#N)c1=O)C(C)C,3.6%,-12.5%,-0.3%,?,-0.3,0.2%,-47.0%,3.0%,0.9%
COc1ccccc1OCc1cc(-c2ccccc2)no1,-8.3%,3.8%,9.2%,i,-2.9,?,75.4%[activator],4.8%,12.1%
Cc1cnc(NC(=O)CSc2nc3ccccc3c(=O)[nH]2)s1,16.4%,-9.9%,-1.9%,i,14.9,-3.5%,14.2%,0.1%,15.1%
CCNC(=O)C1(C)CCCN(C(=O)c2ccccc2Br)C1 (configuration not stated),nt,nt,18.8%,i,-0.8,3.9%,-2.8%,15.8%,0.0%
O=C(Oc1ccc(Br)cc1)c1cccnc1,-8.1%,-2.6%,10.8%,i,3.8,?,-15.3%,13.0%,-0.5%
Nc1ccc2nc(-c3ccccn3)[nH]c2c1,15.0%,0.9%,-14.3%,i,-17.7,-2.4%,1.5%,-16.3%,2.0%
CC(C)Oc1ccc(Cc2c(O)nc(NCCCN(C)C)[nH]c2=O)cc1,2.2%,-0.5%,1.6%,i,31.5,0.0%,-8.3%,-2.6%,5.8%
O=C(COC(=O)c1ccccc1OCc1ccccc1Cl)NCC1CCCO1 (configuration not stated),1.1%,-4.8%,-1.7%,i,-50.8*,-25.1%,-9.4%,1.2%,-1.5%
CCOC(=O)c1cccc(NC(=O)CCOc2ccccc2)c1,0.7%,-1.3%,?,?,14.9,?,9.3%,-2.2%,-5.9%
Cc1cc(NC(=O)CSCCc2ccncc2)no1,1.2%,-4.9%,10.7%,i,3.0,0.0%,5.5%,16.1%,9.0%
Cc1cccc(OCC(=O)Nc2cc(NC(=O)COc3cccc(C)c3)cc(C(=O)O)c2)c1,-2.7%,2.5%,10.0%,i,28.4,?,8.9%,1.3%,9.5%

# Whole records, looked up by structure. Order of values: MCF10A rerep	SW480 rereplic	HT1080 IDH1KD tx	S2 tox	IL-1B inflam inh	KB-V1 cytotox	ATXN2 expr inh	HT1080NT lethal	KB-3-1 cytotox
# O=C(COC(=O)c1ccccc1OCc1ccccc1Cl)NCC1CCCO1 (configuration not stated) is entered as 1.1%	-4.8%	-1.7%	i	-50.8*	-25.1%	-9.4%	1.2%	-1.5%
# CCS(=O)(=O)N1Cc2ccccc2CC1C(=O)NC(C)C12CC3CC(CC(C3)C1)C2 (configuration not stated) is entered as ?	21.6%	?	i	-5.9	-6.3%	-2.3%	-4.5%	-6.1%
